EWS-Fli inh – inhibitors of EWS/Fli oncoprotein transcriptional activity. actives 0.67% (n = 350,000). inhibition, % at 12.6 µM. A673 NR0B1-luciferase reporter, viability-normalised;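 active means mean inhibition of at least 50% after viability correction, with every replicate also passing that limit; inconclusive means mean reaches 50% but only one of two replicates passes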;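 further: firefly luciferase signal divided by Alamar Blue viability fluorescence both relative to DMSO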
PAX8 reporter – PAX8 transcriptional activity inhibition; RMG-I TPO-luciferase reporter, SteadyGlo, 24 h; inhibition, % at 12.6 µM; actives 1.2% (n = 360,000);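 active means mean replicate inhibition at least 60% with every replicate also reaching 60%; inconclusive means only one of the two criteria is met; inactive means mean below 60% and not all replicates reaching 60%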;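 further: luciferase light reporting Pax8 driven TPO promoter activity; plate controls were median of neutral control wells for no effect and mitoxantrone controls for full effect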
ARNT-TACC3 inh – ARNT/TACC3 interaction disruption; Q9Y6A5; AlphaScreen His-ARNT PAS-B/GST-TACC3 binding, luminescence; TACC3 fragment carries E629A point mutation; inhibition, % at 9.99 µM; actives 0.66% (n = 390,000); AID 623870;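 active means mean inhibition of replicates at least 50% and at least half of replicates each reaching 50%; inconclusive means half or more replicates reach 50% but mean below 50%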;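 further: 0% = complete ARNT plus TACC3 wells and 100% = ARNT alone without TACC3; many hits fall short of the cut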
SIRT5 inh – blocks human SIRT5 desuccinylation of peptide. Purified SirT5, succinyl-peptide AMC, trypsin-coupled fluorescence. inhibition, % at 15 µM. Q9NXA8. actives 1.1% (n = 330,000). AID 652115; in the data active means inhibition above about 15%; inconclusive means no clear call, values can overlap the other calls
Target sequence (Q9NXA8 whole entry, looked up): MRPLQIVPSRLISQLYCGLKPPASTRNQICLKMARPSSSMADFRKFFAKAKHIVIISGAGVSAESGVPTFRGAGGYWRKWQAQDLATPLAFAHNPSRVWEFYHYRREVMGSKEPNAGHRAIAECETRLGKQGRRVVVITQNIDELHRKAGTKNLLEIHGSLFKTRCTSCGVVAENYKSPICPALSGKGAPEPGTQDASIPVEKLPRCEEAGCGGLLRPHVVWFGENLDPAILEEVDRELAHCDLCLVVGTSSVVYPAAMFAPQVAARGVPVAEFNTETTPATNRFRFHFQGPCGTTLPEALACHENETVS
Casp6 inh – caspase-6 (human) enzyme inhibition. P55212. actives 0.53% (n = 350,000). purified caspase-6, Z-VEID-R110 cleavage fluorescence. inhibition, % at 12.5 µM;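 active means mean inhibition across replicates at least about 35%, with every replicate also reaching that limit, limit read from the data; inconclusive means only one of the two criteria met; inactive means neither criterion met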;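 further: 0% = median of neutral control wells and 100% = no fluorescence left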
Target sequence (P55212 24-179 limits assumed): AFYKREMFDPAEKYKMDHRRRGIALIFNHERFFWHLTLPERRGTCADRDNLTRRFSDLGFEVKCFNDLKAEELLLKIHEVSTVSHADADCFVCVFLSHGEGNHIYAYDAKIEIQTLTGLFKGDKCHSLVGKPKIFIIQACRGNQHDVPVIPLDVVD
Target sequence (P55212 194-293 limits assumed): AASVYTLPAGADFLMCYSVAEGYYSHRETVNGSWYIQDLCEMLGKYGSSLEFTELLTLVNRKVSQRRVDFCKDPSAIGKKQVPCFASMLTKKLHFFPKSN
DENV2 CPE rescue – inhibitors of DENV2 cytopathic effect; DENV2-infected cells, cytopathic effect rescue, plate reader; CPE inhibition, % at 9.99 µM; actives 1.7% (n = 350,000); AID 651640; in the data active means CPE inhibition above about 20%, passing the limit was not always enough; inconclusive means no clear call, values can overlap the other calls; tested in BHK-21 cells;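 further: 0% = median of neutral control wells and 100% = median of positive control wells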
LGR2 antag – blocks bursicon-induced cAMP signaling via Drosophila LGR2. HEK293 LGR2, CRE-luciferase, bursicon-stimulated, 4 h. inhibition, % at 9.99 µM. actives 0.35% (n = 380,000). AID 720647;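 active means drop in luminescence signal, shown as inhibition above about 50% in the replicate tests, limit read from the data, passing the limit was not always enough; inconclusive means probably only some replicates passing the limit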;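 further: agonist challenge used bursicon conditioned medium at about half maximal strength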
Active calls of the source: *; ? = inconclusive; · = no result given; & = joins results of further samples. An unsorted share of the library; any-hit rate near 4.9%.

canonical_smiles,EWS-Fli inh,PAX8 reporter,ARNT-TACC3 inh,SIRT5 inh,Casp6 inh,DENV2 CPE rescue,LGR2 antag
O=C(Nc1ccc2[nH]ccc2c1)c1ccc(F)cc1,23,-34,10,-4,-1,4,5
COCc1[nH][nH]c(=O)c1/C=N/N1CCOCC1,3,4,-5,0,2,-5,14
C/C(=N\N1C(C)CCCC1C)c1ccccc1O (configuration not stated),0,-5,4,0,-1,-2,25
Cc1nn(CCCC(=O)NCCCN2CCN(C)CC2)c(=O)c2c1sc1ccccc12,·,-3,-4,0,-76,?,16
O=C(NCC(c1ccc(F)cc1)N1CCOCC1)c1nn(-c2ccccc2)c(=O)c2ccccc12 (configuration not stated),-1,14,2,-3,-2,9,-3
CCC(=O)NC(c1cccs1)c1cc([N+](=O)[O-])c2cccnc2c1O (configuration not stated),21,42,71*,24*,20,-11,24
CCC(=O)Nc1ccc(C(=O)N2CCN(C(=O)c3ccco3)CC2)cc1,10,-1,-9,2,-1,2,·
COc1cccc(C2C(C#N)=C(N)N(N(C)C)C3=C2C(=O)CC(C)(C)C3)c1 (configuration not stated),-1,-8,·,0,0,1,0

New compounds follow:
canonical_smiles,EWS-Fli inh,PAX8 reporter,ARNT-TACC3 inh,SIRT5 inh,Casp6 inh,DENV2 CPE rescue,LGR2 antag
O=C(Cc1ccon1)c1ccc(O)cc1O,-1,-18,-6,2,1,-5,6
CCC(=O)N[C@@H]1CC[C@@H](CC(=O)NCc2ccccc2OC)O[C@H]1CO,7,8,0,0,5,-6,-12
COc1ccc(N2CC(C(=O)Nc3nnc(SCc4cccnc4)s3)CC2=O)cc1 (configuration not stated),·,-5,4,-6,3,-18,-11
COc1ccc(Nc2ccc(N3C(=O)CC(C)C3=O)cc2[N+](=O)[O-])cn1 (configuration not stated),15,11,6,11,-6,1,1
C[C@H]1CN([C@@H](C)CO)C(=O)c2cc(-c3ccc(C#N)cc3)cnc2O[C@@H]1CN(C)C(=O)Nc1ccc(F)cc1,7,·,-2,-11,-1,-3,0
CCOc1ccc(S(=O)(=O)NCc2cccnc2)cc1NC(=O)c1ccccc1,-13,-28,7,-2,4,-2,-28
O=C(NCCN1C(=O)S/C(=C\c2ccc(Cl)cc2)C1=O)c1ccc(F)c(S(=O)(=O)N2CCOCC2)c1,-105,50,-3,·,-2,-5,-32
C[C@@H]1CN([C@H](C)CO)C(=O)c2cc(N(C)C)ccc2O[C@@H]1CN(C)Cc1ccc2c(c1)OCO2,-3,3,7,-2,0,3,6

Later entries:
canonical_smiles,EWS-Fli inh,PAX8 reporter,ARNT-TACC3 inh,SIRT5 inh,Casp6 inh,DENV2 CPE rescue,LGR2 antag
O=C(NC(c1ccccc1)c1ccc2ccccc2n1)C1CCN(CCOc2ccc(Cl)cc2)CC1 (configuration not stated),7,19,·,·,1,8,-1
CN(C)c1ccc(/C=N/NC(=O)C(O)c2ccc(Br)cc2)cc1 (configuration not stated),-6,-6,-1,0,0,2,-1
O=C(NCc1ccccc1F)c1cccc(S(=O)(=O)NCc2ccccc2)c1,6,-3,-4,-7,-2,-6,5
C[C@@H]1CN([C@H](C)CO)C(=O)c2cc(NS(=O)(=O)c3ccc(F)cc3)ccc2O[C@@H](C)CCCCO[C@H]1CN(C)C(=O)Nc1ccc2c(c1)OCO2,-12,0,2,·,·,-12,21
COCCNC(=O)C1CCCN(C(=O)c2cc(C(C)(C)C)nn2C)CC1 (configuration not stated),1,-6,·,·,2,14,-3
CCC(C)(C)C1CCc2c(sc(NC(=O)c3cccs3)c2C(N)=O)C1 (configuration not stated),·,0,10,0,0,·,·
C[C@@H]1CN([C@@H](C)CO)S(=O)(=O)c2ccc(-c3ccccc3)cc2O[C@H]1CN(C)Cc1cccc(F)c1,14,·,-1,3,-1,-7,12
COc1ccc(C[C@H]2CN3C(=NC[C@@H]3C(C)C)N2C[C@H](C)NC(=O)c2ccc(C)c(Br)c2)cc1,11,6,-1,·,2,-16,·

Next section
canonical_smiles,EWS-Fli inh,PAX8 reporter,ARNT-TACC3 inh,SIRT5 inh,Casp6 inh,DENV2 CPE rescue,LGR2 antag
FC(F)Sc1ccc(NC2=NCCCCC2)cc1,0,9,-2,-3,-3,1,-4
CC(C(=O)Nc1ccc2c(c1)OCCO2)N(C)Cc1c(F)cccc1Cl (configuration not stated),8,3,-15,0,0,6,-11
Cc1ccc(-c2ccc(C3[C@H]4CNC[C@@H]3N4S(=O)(=O)c3ccc(C)cc3)cc2)cc1 (some centres not stated),9,-52,·,-1,-2,-5&17,-17&3
Cc1noc(NS(=O)(=O)c2ccc(NC(=O)C(Cl)(Cl)Cl)cc2)c1C,·,14,-5,2,1,?,-13
CC(C)(C)C(=O)CSc1nnc(Nc2ccccc2)s1,-60,-139,3,-4,·,-7,-51
COc1ccc(Oc2c(OC)cc([N+](=O)[O-])c3ncccc23)cc1,6,0,8,·,-11,-1,-1
CC1CN(C(=O)C(C)OC(=O)c2ccc3ncsc3c2)CC(C)O1 (configuration not stated),-7,-10,-1,-10,-1,?,-10
CC(C)CCNC(=O)C(=O)NCc1ccccc1,-13,-4,-10,-2,5,17,-20

(next part)
canonical_smiles,EWS-Fli inh,PAX8 reporter,ARNT-TACC3 inh,SIRT5 inh,Casp6 inh,DENV2 CPE rescue,LGR2 antag
CCN(CC)c1ccc(C(=O)NN)cc1,-1,1,-4,3,3,0,1
N=c1ccn(Cc2c(Cl)cccc2Cl)cc1,25,23,9,2,-3,10,10
COC(=O)c1ccc(NC(=O)Cn2cnc3c(nnn3-c3cccc(OC)c3)c2=O)cc1,-5,-1,29,-4,-1,-3,9
CC(=O)N1[C@@H](CO)[C@@H]2c3ccccc3N(S(=O)(=O)c3ccccc3C)C[C@@H]21,0,2,6,2,1,2,-8
O=C(/C=C/c1cccc(Br)c1)NC1CCN(Cc2ccccc2)CC1,4,9,1,-4,0,-1,-11
C[C@@H]1CN([C@H](C)CO)C(=O)c2cc(/C=C/c3ccccc3)cnc2O[C@H]1CN(C)C(=O)c1cccnc1,4,1,0,-13,2,?,-8
COc1cc(OC)cc(-c2cc(N)n(S(=O)(=O)c3cccc4nsnc34)n2)c1,9,-13,8,-2,-1,-8,2
CC(=O)N/C(=C\c1ccccc1)C(=O)OCC(=O)N(C)C1CCCCC1,·,-11,23,·,·,·,2

More entries:
canonical_smiles,EWS-Fli inh,PAX8 reporter,ARNT-TACC3 inh,SIRT5 inh,Casp6 inh,DENV2 CPE rescue,LGR2 antag
COc1cc(/C(C)=N/N2CCN(Cc3ccc(C)cc3)CC2)ccc1O,16,-64,1,-3,-6,8,-8
c1ccc(Oc2ccc(-c3ccnc4nc(N5CCOCC5)nn34)cc2)cc1,22,-44,6,-1,2,-3,15
CN(C)C(=O)C[C@H]1CC[C@@H]2[C@H](COC[C@@H](O)CN2Cc2ccc(C(F)(F)F)cc2)O1,6,6,1,7,1,-3,-3
O=C(COc1ccc(Br)cc1)Nc1ccccc1C(=O)NC1CC1,-2,-9,4,-6,2,13,0
COc1ccc(NC(=O)Nc2ccc3c(c2)C(=O)N([C@@H](C)CO)C[C@@H](C)[C@H](CN(C)Cc2ccc(Oc4ccccc4)cc2)O3)cc1,0,-20,17,5,-1,11,2
Cc1ccc(CC2(C)C(=O)Nc3c(Cl)ccc(Cl)c32)cc1 (configuration not stated),9,9,·,·,1,7,24
CCN(CC)CCCNC(=O)Cn1ncc2c(=O)oc3ccc(C)cc3c21,9,-6,-1,-5,3,-10,29
Clc1ccccc1C1CC(c2ccccc2)=Nc2ccccc2N1 (configuration not stated),-14,-66,-4,-1,-1,?,-35

Other entries.
canonical_smiles,EWS-Fli inh,PAX8 reporter,ARNT-TACC3 inh,SIRT5 inh,Casp6 inh,DENV2 CPE rescue,LGR2 antag
CCc1nc2ccccc2c(C(=O)OCc2nc3ccccc3c(=O)[nH]2)c1C,11,2,-4,-4,-2,7,-17
CCCCCNC(=O)C(C1CC1)n1c(=O)c(-c2ccccc2)nc2ccccc21 (configuration not stated),-4,28,·,0,0,-13,8
O=C(NCc1ccco1)C(c1ccncc1)N(C(=O)Cn1nnc2ccccc21)c1ccccc1F (configuration not stated),6,6,11,·,0,-1,19
O=C(c1ccccc1F)N1CC[C@@H]2[C@@H](CO)Nc3ccc(C#Cc4ccc(F)cc4)cc3[C@@H]21,-9,-31,-7,·,·,-6,6
COc1cc(CC2C(=O)Nc3ccccc32)cc(C)c1O (configuration not stated),14,18,-2,-7,5,6,16
COCCCNC(=O)c1ccc([N+](=O)[O-])c(Cl)c1,·,3,-13,·,·,·,-2
C[C@@H]1CN([C@H](C)CO)C(=O)c2cc(-c3cncnc3)cnc2O[C@H]1CN(C)C(=O)Nc1ccc2c(c1)OCO2,5,·,-4,4,-2,2,-10
CC(C)(C)OC(=O)N1CCC(NC(=O)c2nc[nH]c2C(=O)NCC(=O)OCc2ccccc2)CC1,-6,-8,4,·,3,38*,8

Continued:
canonical_smiles,EWS-Fli inh,PAX8 reporter,ARNT-TACC3 inh,SIRT5 inh,Casp6 inh,DENV2 CPE rescue,LGR2 antag
C[C@@H]1CN([C@@H](C)CO)C(=O)c2cccc(NC(=O)Nc3ccc(F)cc3)c2O[C@H]1CN(C)C,-8,-28,-3,-3,-1,-3,3
C[C@@H]1CCCCO[C@@H](CN(C)C(=O)Cc2ccccc2)[C@@H](C)CN([C@H](C)CO)C(=O)c2cc(NC(=O)CCC(F)(F)F)ccc2O1,-6,-2,1,·,·,-4,-16
COc1ccc(C(=O)N2CCN(c3ccc(N4CCOCC4)nn3)CC2)cc1OC,-5,-1,-9,-4,-3,-1,14
C[C@@H]1CN([C@@H](C)CO)C(=O)c2cc(NC(=O)Nc3ccc(C(F)(F)F)cc3)ccc2O[C@@H](C)CCCCO[C@H]1CN(C)S(=O)(=O)c1ccc(F)cc1,6,46,11,8,-1,4,8
O=C(CSc1nc2c(c(=O)n1-c1ccccc1)SCC2)N1CCN(c2ccccc2)CC1,23,21,5,-10,0,-7,11
CC1CCCCN1C(=O)CSc1nnc(-c2cccs2)o1 (configuration not stated),-40,-111,3,0,3,-3,-34
CO[C@@H]1CN(C)C(=O)c2ccc(NC(=O)c3ccccc3F)cc2OC[C@@H](C)N(CC2CCOCC2)C[C@H]1C,5,11,-6,2,5,-1,8
CCCNC(=O)N[C@H]1CC[C@@H](CC(=O)NC2CCC2)O[C@H]1CO,2,-1,-1,-3,-2,8,-5
OC1(c2ccc3c(c2)OCO3)CCN(Cc2ccc(F)cc2)CC1,0,-1,8,-5,-3,-1,5
Cc1cc2nc3n(c2cc1C)CC1CC(C(=O)NCc2ccccc2)N(C)C31 (configuration not stated),1,-10,-4,·,·,-15,-6
Cc1ccc(C2(c3ccc(C)cc3)CC2C(=O)NCc2cccnc2)cc1 (configuration not stated),2,19,-11,3,3,8,0

Ordered by number of heavy atoms (smallest number first): part of the list above
canonical_smiles,EWS-Fli inh,PAX8 reporter,ARNT-TACC3 inh,SIRT5 inh,Casp6 inh,DENV2 CPE rescue,LGR2 antag
CC1CCCCN1C(=O)CSc1nnc(-c2cccs2)o1 (configuration not stated),-40,-111,3,0,3,-3,-34
Cc1cc2nc3n(c2cc1C)CC1CC(C(=O)NCc2ccccc2)N(C)C31 (configuration not stated),1,-10,-4,·,·,-15,-6
COc1ccc(C(=O)N2CCN(c3ccc(N4CCOCC4)nn3)CC2)cc1OC,-5,-1,-9,-4,-3,-1,14

Screens as filed in PubChem BioAssay.
